Rpn11 block: Rpn11 (human) deubiquitinase inhibition; human 26S proteasome, Ub4-pepOG fluorescence polarization; 20S core pre-blocked with epoxomicin; O00487; hit rate 0.59% among 360,000; calls only at 20 µM;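 active = inhibition at 20 µM, scaled to each plate's controls, above about 33%, limit read from the data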
STEP inh: STEP (human) phosphatase inhibition; P54829; recombinant STEP, OMFP fluorogenic substrate, fluorescence; inhibition, % at 20 µM; hit rate 0.25% among 360,000; AID 588621;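 active = inhibition at 20 µM, scaled per plate between control wells, above about 37%, limit read from the data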;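 note: 0% = DMSO with enzyme and substrate and 100% = substrate only without enzyme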
Target sequence (P54829 whole entry, looked up): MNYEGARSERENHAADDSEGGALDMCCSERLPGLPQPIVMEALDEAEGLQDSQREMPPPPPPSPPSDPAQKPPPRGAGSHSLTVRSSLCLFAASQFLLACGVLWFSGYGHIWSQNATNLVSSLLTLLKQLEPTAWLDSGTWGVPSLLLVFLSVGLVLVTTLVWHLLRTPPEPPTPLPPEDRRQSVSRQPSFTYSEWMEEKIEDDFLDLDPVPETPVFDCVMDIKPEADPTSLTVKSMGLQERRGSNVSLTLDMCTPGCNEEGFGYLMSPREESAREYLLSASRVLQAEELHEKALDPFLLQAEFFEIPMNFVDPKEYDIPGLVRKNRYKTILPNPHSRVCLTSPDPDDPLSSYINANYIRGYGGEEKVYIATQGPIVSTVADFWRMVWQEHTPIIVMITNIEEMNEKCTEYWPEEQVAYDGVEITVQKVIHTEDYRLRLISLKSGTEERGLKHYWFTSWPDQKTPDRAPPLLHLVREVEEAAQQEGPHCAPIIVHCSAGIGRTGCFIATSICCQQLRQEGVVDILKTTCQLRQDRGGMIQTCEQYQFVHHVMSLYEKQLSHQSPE
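material = STEP tyrosine phosphatase | reagent = fluorogenic phosphatase substrate OMFP at 25 µM final | doses = single compound dose of 20 µM, 1% DMSO final | schedule = 20 min reaction, room temperature, in the dark | measured by = fluorescence, 480/540 nm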
DNMT1 block: inhibitors of human DNMT1; hit rate 0.83% among 360,000; DNMT1 molecular beacon, Hinp1I cleavage, fluorescence; P26358; inhibition (reported as % activation of signal), % at 10 µM; AID 588458; in the data active = inhibition above about 50%
NadD block: blocks S. aureus nicotinate mononucleotide adenylyltransferase; inhibition, % at 20 µM; purified NadD enzyme, colorimetric absorbance read-out; AID 602399; hit rate 0.78% among 360,000; in the data active = inhibition above about 26%; note: some compounds past the cut are filed as inactive
SUMO1 PPI mod: SUMO1-SIM interaction modulation; P63165; inhibition, % at 20 µM; SUMO1 binding to a labelled peptide, TR-FRET, 1 h; hit rate 0.33% among 360,000; AID 602429; in the data active = inhibition above about 37%
MsrA inhibitor: inhibits bovine methionine sulfoxide reductase A; purified bovine MsrA, absorbance read-out; inhibition, % at 15.5 µM; hit rate 0.75% among 360,000; AID 651718; in the data active = inhibition above about 4.5%;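 note: 0% = vehicle wells with enzyme and 100% = reference inhibitor wells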
LMPTP block: blocks human LMPTP phosphatase; recombinant LMPTP-A, OMFP fluorogenic substrate, fluorescence intensity; inhibition, % at 20 µM; P24666; hit rate 0.22% among 360,000;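 active = compounds that cut the enzyme signal by at least half of the control window in the single-dose screen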;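 note: plate controls were DMSO wells with enzyme plus substrate for no effect and substrate without enzyme for full effect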
Target sequence (P24666 whole entry, looked up): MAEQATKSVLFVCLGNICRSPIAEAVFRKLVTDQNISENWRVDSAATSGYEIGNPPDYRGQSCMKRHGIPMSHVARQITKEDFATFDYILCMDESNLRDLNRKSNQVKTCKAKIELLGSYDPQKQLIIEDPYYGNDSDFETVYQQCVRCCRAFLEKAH
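Test system – LMPTP-A phosphatase enzyme · Quantity – 0.625 nM LMPTP-A final · Reagent – OMFP substrate, 400 µM final · Dosing – one test concentration per compound, 20 µM, with 3% DMSO overall · Timing – 50 min enzyme reaction at room temperature, protected from light · Detection – fluorescence intensity · Controls – substrate-only low control, DMSO enzyme-plus-substrate high control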
TbMetRS inhib: blocks T. brucei methionyl-tRNA synthetase activity | hit rate 0.4% among 360,000 | inhibition, % at 11.9 µM | purified T. brucei MetRS, ATP depletion, Kinase-Glo luminescence | AID 624268;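 active = inhibition above a per-plate cutoff of the control wells' mean inhibition plus 3 SD, cut at about 5.5% in these data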;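 note: 0% = DMSO wells median and 100% = median of wells with control inhibitor compound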
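Measured by: Kinase-Glo luciferase luminescence reporting remaining unconsumed ATP. Material: purified T. brucei MetRS enzyme. Doses: 11.9 µM compound single dose, 0.9% DMSO. Medium: HEPES buffer containing pyrophosphatase, BSA, spermine, DTT. Times: 15 min preincubation, 2 h reaction, all 25 °C. Reagent: methionine, ATP and bulk E. coli tRNA.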
Scp-1 inhibitor: blocks human Scp-1 phosphatase activity; Q9GZU7; hit rate 0.88% among 340,000; AID 493091; Recombinant Scp1, phosphopeptide, malachite green phosphate absorbance; inhibition, % at 20 µM;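 active = inhibition above about 50% at 20 µM, limit read from the data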;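 note: plate controls were DMSO wells with enzyme for no effect and wells lacking enzyme for full effect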
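Test system – truncated SCP-1 phosphatase (76-261aa) · Reagent – Phosphorylated 17-residue peptide substrate · Incubation – 45 min room-temperature reaction, 5 min colour, 30 min stabiliser · Detection – colorimetric phosphate reagent with accelerator and stabiliser, absorbance at 630 nm · Measure – % inhibition at 20 µM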
CSN inh: inhibitors of human CSN-mediated cullin deneddylation; Purified CSN, SCF-Nedd8-OG deneddylation, fluorescence polarization; hit rate 0.38% among 360,000; inhibition, % at 12.5 µM; Q92905;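 active = pattern-corrected inhibition above about 35%, with an unprinted fluorescence ratio check between 0.5 and 1.5, limit read from the data, passing the limit was not always enough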;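 note: 0% = enzyme with substrate and 100% = substrate without enzyme; some results filed as inactive read as strong as hits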
Target sequence (Q92905 whole entry, looked up, one chain of several): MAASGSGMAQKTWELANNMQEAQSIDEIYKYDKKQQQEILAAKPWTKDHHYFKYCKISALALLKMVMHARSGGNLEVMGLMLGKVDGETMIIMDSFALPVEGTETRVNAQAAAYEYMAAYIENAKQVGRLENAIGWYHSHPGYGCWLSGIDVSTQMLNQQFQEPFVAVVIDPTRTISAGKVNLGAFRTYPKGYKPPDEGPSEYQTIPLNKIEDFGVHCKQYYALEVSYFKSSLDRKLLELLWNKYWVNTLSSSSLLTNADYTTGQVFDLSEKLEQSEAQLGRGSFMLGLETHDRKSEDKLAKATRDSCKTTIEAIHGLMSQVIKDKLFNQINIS
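Assay system: HEK293T-derived human Csn5 enzyme; quantity: 0.24 nM enzyme; medium: Tris/NaCl/DTT buffer, pH 7.5; also added: substrate SCFSkp2-Nedd8OG, 10 nM; doses: 12.5 µM compound; schedule: 90 min reaction at room temperature; signal: FP; read-out: % inhibition of substrate cleavage by Csn5; benchmarks: substrate-only high control, full reaction low control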
* hit, by the source's call; i = inactive; . = no result given.

structure,Rpn11 block,STEP inh,DNMT1 block,NadD block,SUMO1 PPI mod,MsrA inhibitor,LMPTP block,TbMetRS inhib,Scp-1 inhibitor,CSN inh
CCN(CC)c1ccc(NC(=O)CCNC(=O)c2ccco2)cc1,i,1.5,-5.7,-7.0,2.0,0.9,0.0,-0.1,-3.1,-0.5
CCC(C(=O)Nc1cccnc1Cl)c1ccccc1 (configuration not stated),i,-2.0,-0.3,-2.6,-2.3,-0.3,-3.4,0.3,4.4,-0.8
O=[N+]([O-])c1ccc2c(c1)ncn2-c1ccccc1,i,-0.6,4.8,-4.5,-19.9,1.7,0.3,-0.2,-4.6,-7.1
C=CCN1C(=O)CSc2ccc(C(=O)NC3CCCCC3)cc21,i,0.0,1.0,-4.8,0.0,1.0,0.4,-0.6,-9.6,0.7
COc1cccc(CNc2nc3cc(C(C)=C(C)C)sc3c(=O)n2C)c1,i,1.7,-8.8,-3.1,-21.2,0.1,2.1,0.0,.,-4.8
Nc1nnc(CCc2ccccc2)s1,i,-0.3,0.1,-0.9,1.1,-0.1,-1.2,-0.4,-4.7,-2.6
Cc1nc(-c2ccc(S(=O)(=O)Nc3cccc(S(N)(=O)=O)c3)s2)cs1,i,0.4,4.0,-5.5,-15.1,0.0,1.1,-0.7,-3.8,-2.5
O=C(NC1CC1)C1CCN(C(=O)c2ccccc2Cl)CC1,i,-4.1,1.5,-3.9,4.9,-0.6,-1.8,-0.4,-6.4,2.6
Cc1ccccc1OCCC(=O)OCC(=O)Nc1ccc2[nH]c(=O)[nH]c2c1,i,-0.4,1.7,-7.0,12.1,1.1,-0.2,-0.3,-1.9,-1.9
COc1cccc(OC)c1C(=O)N1CCN(c2c(Cc3ccccc3)c(C)nc3ncnn23)CC1,i,-0.4,-3.8,-0.3,-3.9,0.2,-0.7,-0.4,0.2,-0.2
COc1ccc(CC(=O)N2CCCC2)c(OC)c1,i,0.1,2.1,6.1,-1.6,-0.6,-0.4,-0.5,-4.9,1.5
CC(=NCCc1ccccc1)C1=C(O)CSC1=O,i,-0.8,9.6,-4.4,1.8,0.6,1.3,-1.1,-11.9,1.5
CS(=O)(=O)N(CC(=O)NCc1ccccc1Cl)c1cccc([N+](=O)[O-])c1,i,-2.1,1.3,5.3,-14.1,1.2,-1.8,0.0,-4.6,-3.7
Cc1cnc(C(=O)OCC(=O)N2c3ccccc3NC(=O)C2(C)C)cn1,i,1.1,2.0,0.0,0.1,-0.7,-2.1,-0.3,12.5,-7.7
c1ccc2c(c1)nc(NCc1ccc3c(c1)OCO3)n2CCN1CCOCC1,i,1.9,0.2,-8.8,-1.6,-0.3,4.3,-0.3,1.2,-0.6
O=C(NC1CCN(Cc2ccccc2)CC1)c1cccc(S(=O)(=O)Nc2ccc(SC(F)F)cc2)c1,i,0.1,-2.5,21.9,3.9,-0.2,2.0,0.0,-2.5,-0.2
CC1CCCC(NC(=O)COC(=O)CCc2ccccc2)C1C (configuration not stated),i,2.5,0.9,-12.2,0.8,-1.4,0.2,-0.6,-5.5,-3.6
Cc1ccc(-c2cc(C(=O)N/N=C/c3c(C)nn(C)c3C)c3ccccc3n2)c(C)c1,i,1.0,-8.3,-8.1,-1.6,-0.2,0.9,-1.1,-2.3,-1.4
Cc1ccc(S(=O)(=O)N2CCN(c3nn(C)c(=O)n(C)c3=O)CC2)cc1C,i,-1.7,1.7,-0.9,-5.4,0.4,0.8,-0.4,1.2,-1.5
CSCC[C@H](NC(=O)Cc1c(C)c2c(cc(C)c3c(C)coc32)oc1=O)C(=O)O,i,0.5,3.0,4.8,-3.9,1.0,0.5,0.5,-2.5,-1.3

Continuation.
structure,Rpn11 block,STEP inh,DNMT1 block,NadD block,SUMO1 PPI mod,MsrA inhibitor,LMPTP block,TbMetRS inhib,Scp-1 inhibitor,CSN inh
CCc1cc(C(=O)NNC(=S)Nc2ccccc2C)cs1,i,-3.5,3.0,7.5,3.4,0.3,-0.9,1.2,-6.0,-3.0
COC(=O)Nc1ccc(Cc2ccncc2)cc1,i,-1.2,6.0,-1.4,1.0,-0.5,-1.7,-0.3,-0.8,-4.3
COc1cc(SC)ccc1C(=O)Nc1nc(C)cs1,i,1.1,-8.5,-7.7,1.5,3.7,0.8,-1.9,-4.6,1.6
O=C(O)c1ccc(OCC2CCCO2)cc1 (configuration not stated),i,3.9,0.1,-0.6,-0.6,2.9,0.8,0.1,0.3,-2.6
O=C1CC(N(Cc2ccc3c(c2)OCO3)C(=O)Nc2ccc(F)cc2)C(=O)N1c1ccccc1 (configuration not stated),i,-2.6,-0.2,-10.3,1.3,-1.2,-1.0,-0.5,-13.0,3.9
COC(=O)c1cccc(NC(=O)c2cnoc2C)c1,i,2.9,1.5,4.8,-2.6,0.5,-0.5,-0.3,-2.5,17.1
Cc1cc(C)nc(SCC(=O)Oc2ccc3oc(=O)cc(C)c3c2)n1,i,-3.0,1.7,-5.3,0.2,1.0,-2.6,-1.7,-11.9,2.8
O=C(CSc1nnc(-c2cccnc2)n1-c1ccc(F)cc1)NCc1ccc2c(c1)OCO2,i,1.7,3.4,-1.5,-0.7,2.8,-1.0,0.1,-2.3,-3.6
CCC(C)[C@H](NC(=O)NC1CCCc2ccccc21)C(=O)OC (some centres not stated),i,-1.2,-3.5,-2.2,3.4,0.6,0.6,-1.4,-5.1,2.1
C/C(=N\NC(=O)c1cc(C2CC2)nc2ccccc12)c1ccc(O)cc1O,i,-3.9,-0.6,8.0,3.3,0.5,-0.2,0.4,-9.8,-3.1
Clc1cc(Br)ccc1NCc1cccnc1,i,0.0,10.1,-1.4,3.5,0.1,-0.6,4.7,-0.5,-3.9
O=C(O)c1ccc(CN2CCCCC2)o1,i,-0.3,4.6,0.9,2.5,-1.1,-0.7,-1.2,3.5,-3.1
OC1(c2ccccc2F)CCN(Cc2nnnn2CCc2ccccc2)CC1,i,-2.9,-1.9,-0.5,3.2,-0.8,-1.9,1.3,-4.6,-1.0
Cc1ccc(Cc2c(C3CCCCC3)nc3ccc(C)cn23)cc1,i,1.8,2.0,-0.8,0.4,0.2,0.6,-0.7,.,2.0
COc1cc(C(=O)NCC(=O)Nc2ccc(F)c(F)c2)ccc1OCC(=O)N1CCOCC1,i,-0.7,2.4,3.8,-0.1,2.3,0.0,-0.5,-0.8,-2.8
CSc1nc(-c2ccc(Cl)cc2)c(C#N)c(=O)[nH]1,i,4.1,-4.3,7.1,5.0,-0.3,-0.7,-0.1,-2.7,-1.8
COc1ccc(Cn2ccnc2SCC(=O)Nc2ccccc2)cc1,i,0.0,0.3,-10.9,3.8,0.7,1.5,0.0,-2.4,4.9
CCc1[nH]c(=S)c(C#N)c(-c2ccccc2)c1C(=O)OC,i,0.6,9.8,-3.0,4.9,0.3,-0.1,0.0,-4.6,-1.4
O=C(NC(=S)N1CCCCC1CO)c1cc(Br)ccc1Cl (configuration not stated),i,1.4,2.9,-5.6,5.8,-1.0,-1.3,-0.4,3.4,2.0
C=CCN(c1ccc(C(=O)NC(C)C)cc1)S(C)(=O)=O,i,-3.7,-8.0,1.9,4.4,0.4,-0.2,-1.1,10.8,3.3

Continued:
structure,Rpn11 block,STEP inh,DNMT1 block,NadD block,SUMO1 PPI mod,MsrA inhibitor,LMPTP block,TbMetRS inhib,Scp-1 inhibitor,CSN inh
Cc1cc(C)c2c(CN3CCN(Cc4ccc5c(c4)OCO5)CC3)cc(=O)oc2c1C,i,6.7,-1.2,1.2,0.3,1.1,4.3,-1.1,-3.2,3.9
CSc1nc(C)cc(OCNC(=O)c2cccs2)n1,i,-3.6,0.9,0.3,-2.2,0.4,-0.7,0.1,-13.9,4.3
O=C(CCN1C(=O)c2ccc(Br)cc2C1=O)NC1CCCCC1,i,-0.9,0.6,2.3,-29.7,-0.6,-0.1,-0.2,-6.0,-0.5
Cn1nc(C(=O)NCc2cccc(Cl)c2)c2c1-c1ccccc1S(=O)(=O)C2,i,-2.5,0.1,-4.8,11.1,0.2,1.8,0.0,-13.4,1.5
Cc1cccc(NC(=O)C2CC(=O)N(c3ccccc3)C2)c1C (configuration not stated),i,-1.3,-1.2,-1.4,1.2,0.2,-0.4,-2.3,1.1,-2.9
COCc1[nH]nc2c1C(C1C=CCCC1)C(C#N)=C(N)O2 (configuration not stated),i,-2.8,-5.3,-3.1,0.8,2.2,-0.4,-0.4,-1.4,3.5
CN(CCCNC(=O)c1nn(C)c2c1CS(=O)(=O)c1ccccc1-2)Cc1ccccc1,i,1.2,3.3,-6.3,20.4,-1.6,0.9,-0.1,-4.7,3.6
COc1cc(Cl)c(S(=O)(=O)n2cnc(C)c2)cc1Cl,i,-2.6,3.0,2.8,0.7,0.9,-1.6,-0.2,-2.6,-3.7
CN1CCN(S(=O)(=O)c2cc([N+](=O)[O-])ccc2Cl)CC1,i,-1.5,-0.7,-1.7,-22.8,1.1,0.0,0.1,-8.6,0.9
Cc1ccc(OCC(=O)N2CCN(C(=O)c3cccs3)CC2)cc1,i,4.3,2.5,-0.3,-1.6,-0.5,-2.6,-0.1,8.7,-0.6
CCOC(=O)Cn1c(=NC(=O)C(C)(C)C)sc2cc([N+](=O)[O-])ccc21,i,2.7,5.1,-3.9,-10.4,-0.2,0.6,0.3,-7.3,-1.2
CCOc1cc(C(=S)N2CCOCC2)ccc1OS(=O)(=O)c1ccccc1[N+](=O)[O-],i,-0.2,-1.1,-5.3,-9.2,0.7,-0.1,-1.4,-3.9,-1.3
Cn1c(SCc2cccc(Br)c2)nnc1-c1ccncc1,i,-3.8,0.8,-3.3,1.6,1.6,0.0,-0.1,-3.7,1.0
C[C@]12c3[nH]c4ccccc4c3CCN1C(=O)C(CC(=O)NCc1ccco1)C[C@@H]2C(=O)N1CCOCC1 (some centres not stated),i,-1.8,1.8,-1.5,9.3,-1.8,-0.4,0.1,-4.2,2.7
COc1ccc(-c2cc3ccccc3n2CC(O)CNCCO)cc1 (configuration not stated),i,-0.3,-6.4,-1.1,-3.2,0.2,-1.0,0.1,0.8,0.0
CCCC(=O)N1CCN(S(=O)(=O)c2cc(Cl)ccc2OC)CC1,i,-0.9,6.7,-0.5,-0.7,0.3,0.6,-1.0,-4.6,0.8
